KRASV12 cytotoxicity: cytotoxicity in KRAS-transformed pancreatic duct cells, primary screen, cell-based, fluorescence, HTS (AID 431); HPDE-C7K KRASV12 cells, Alamar Blue viability, 48 h; higher % means a stronger effect; cytotoxicity, % at 10 µM, or EC50 in µM where a hit was titrated; 63,000 compounds, 1.7% hits;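 active = compounds whose percent cytotoxicity in the single-dose primary screen, scaled between solvent and toxic-drug controls, exceeds 50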;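 note: 0% = DMSO solvent wells and 100% = doxorubicin-treated wells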
LYP phosphatase: LYP phosphatase inhibitors, primary screen, biochemical, DiFMUP fluorescence, recombinant catalytic domain, 10 µM (AID 606) | inhibition, % at 10 µM; hits with a dose series show IC50 in µM | recombinant LYP catalytic domain, DiFMUP fluorescence; higher % means a stronger effect | 52,000 tested, under 10 active;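 active = IC50 under 40 µM in the dose-response test; inactive = IC50 of 40 µM or more, or never dose-tested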
MK inhibit: blocks S. pneumoniae mevalonate kinase. inhibition, % at 10 µM. 65,000 compounds, 0.48% hits. purified MK, PK/LDH-coupled NADH absorbance 340 nm;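 active = ranked among the strongest by inhibition in the single 10 µM screen, a fixed top-ranked set picked for dose follow-up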; note: no value below 0 was filed
HT1080 viability: cytotoxicity in HT1080 fibrosarcoma cells, cell-based, fluorescence readout (AID 620) | HT1080 viability, fluorescence; higher % means a stronger effect | one-dose cytotoxicity, % at 10 µM; EC50 in µM for titrated hits | 87,000 compounds, 0.42% hits;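 note: cells exposed to compound overnight then 4 h with Alamar Blue; 0% = vehicle DMSO and 100% = killing control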
PMK inhibit: blocks S. pneumoniae phosphomevalonate kinase. purified PMK, PK/LDH-coupled NADH absorbance 340 nm. 65,000 compounds, 0.49% hits. inhibition, % at 10 µM;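 active = top-ranked compounds by inhibition in the single 10 µM screen, taking a fixed number of the strongest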;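 note: 0% = full reaction with DMSO carrier and 100% = background rate without enzyme reaction; no value below 0 was filed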
Spn DPM-DC inh: blocks S. pneumoniae diphosphomevalonate decarboxylase; purified DPM-DC, PK/LDH coupled NADH fluorescence; calls only at 10 µM; 65,000 compounds, 0.49% hits; AID 556;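 active = the 320 compounds with the highest percent inhibition in the single-dose primary screen, excluding strongly autofluorescent ones, cut at about 32% in these data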;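 note: kinetic rate of NADH fluorescence loss reporting ADP formed by the decarboxylase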
Bfl-1 displacement: Bfl-1 inhibitors, primary screen, biochemical, fluorescence polarization, FITC-Bid, mouse (AID 432); FITC-Bid BH3 peptide fluorescence polarization displacement; higher % means a stronger effect; displacement, % at 20 µM; hits with a dose series show IC50 in µM; 64,000 compounds, 0.02% hits; in the data active = a potency from the dose series; inactive = the rest, 99 in 100 with displacement below about 15%; note: strong numbers were not always called active
Alkaline phosphatase: human TNAP enzyme inhibitors, biochemical, luminescent (AID 518); purified TNAP enzyme, luminescent substrate readout; higher % means a stronger effect; inhibition, % at 20 µM, or IC50 in µM where a hit was titrated; 64,000 compounds, 0.09% hits; in the data active = a potency from the dose series; inactive = the rest, 99 in 100 with inhibition below about 22%;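 note: plate controls were vehicle for no effect and reference inhibitor for full effect; many of its hits are not listed in these tables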
HPDE-C7 viability: HPDE-C7 pancreatic duct cell viability loss – fluorescence, HTS (AID 430) | HPDE-C7 pancreatic duct cells viability, fluorescence; higher % means a stronger effect | cytotoxicity, % at 10 µM; hits with a dose series show EC50 in µM | 63,000 compounds, 1.8% hits;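 note: cells exposed to compound for 48 hours before viability readout; 0% = vehicle and 100% = reference cytotoxic drug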
PMK inhibit pilot replicates: second read-out of PMK inhibit, no call of its own (marks repeat the call); inhibition, %; measured here: pilot screen replicates
MK inhibit pilot replicates: recorded beside MK inhibit, whose call it bears; inhibition, %; measured here: pilot screen replicates
Spn DPM-DC inh pilot screen %: further read-out of Spn DPM-DC inh, marked with its call; inhibition, %; measured here: pilot screen trials
An asterisk follows results filed as active; i = inactive; x = no result given. Cut-off read from the data, not from the text of the source, unless noted: active = cytotoxicity above about 50%; inactive = the rest. Compounds were not picked by outcome; overall some 3.3% were active at least once.

SMILES	KRASV12 cytotoxicity	LYP phosphatase	MK inhibit	HT1080 viability	PMK inhibit	Spn DPM-DC inh	Bfl-1 displacement	Alkaline phosphatase	HPDE-C7 viability	others
CC(C)COc1ccc(C(=O)OC2CC(C)(C)OCC2CN(C)C)cc1 (stereo not drawn)	3%	-10%	7	3%	1	i	0%	6%	-14%
CSCC[C@H](NC(=O)OC(C)(C)C)c1nnc(SCC=C(C)C)o1	0%	x	13	22%	12	i	7%	8%	0%
CCOC(=O)C1=C(CC)Nc2ccccc2N=C1NC(=O)c1cccc(S(=O)(=O)N2CCCC2)c1	3%	3%	0	-6%	15	i	0%	8%	15%
O=C(CN1CCOc2ccccc21)NC1CC1	-3%	-3%	4	-7%	9	i	-2%	5%	3%
OCCNCc1ccc(OC2CCCC2)cc1	5%	7%	7	-2%	0	i	2%	-5%	-7%
CC1CCCCC1NC(=O)CSc1nnc(CN2CCOCC2)n1C (stereo not drawn)	-7%	0%	1	-2%	2	i	3%	9%	-16%
COc1ccc2cc(S(=O)(=O)N3CCCCC3)ccc2c1S(=O)(=O)N1CCCCC1	-14%	9%	10	-6%	12	i	-6%	9%	-2%
CCCOc1ccccc1C1CC(=O)Nc2cc3c(cc21)OCCO3 (stereo not drawn)	73%*	15%	6	59%*	0	i	-2%	17%	63%*	PMK inhibit pilot replicates=2.0;MK inhibit pilot replicates=0.0;Spn DPM-DC inh pilot screen %=0.0
O=C(O)c1ncn(Cc2ccccc2)c1C(=O)O	-25%	11%	3	-16%	7	i	0%	12%	-32%
COc1ccccc1-n1c(SCC(N)=O)nnc1-c1ccc(S(=O)(=O)N2CCCCC2)cc1	-4%	x	10	12%	6	i	8%	10%	-5%
CN(C)CCCN1C(=O)C(=O)/C(=C(/O)c2ccncc2)C1c1cccnc1 (stereo not drawn)	-11%	x	12	17%	5	i	2%	6%	-4%
CCN1C(=O)CC(Sc2ccccc2N)C1=O (stereo not drawn)	4%	10%	8	1%	1	i	4%	12%	3%
Cc1nc2sc(C(c3cccs3)N3CCC(C(N)=O)CC3)c(O)n2n1 (stereo not drawn)	-16%	7%	0	4%	0	i	0%	17%	-20%	PMK inhibit pilot replicates=1.5;MK inhibit pilot replicates=0.0;Spn DPM-DC inh pilot screen %=5.0
Cc1cc(C)n(-c2nc3ccccc3nc2Nc2ccc3c(c2)OCO3)n1	-17%	10%	7	-1%	17	i	21%	14%	-12%
CC(C)OC(=O)CSc1nnnn1-c1ccc2c(c1)OCCO2	-9%	8%	0	0%	20	i	1%	16%	-9%	PMK inhibit pilot replicates=3.5;MK inhibit pilot replicates=0.0;Spn DPM-DC inh pilot screen %=0.0
COc1ccc(C(=O)Nc2ccc(S(=O)(=O)Nc3onc(C)c3C)cc2)cc1	-11%	-6%	11	1%	13	i	-2%	4%	-12%	PMK inhibit pilot replicates=0.0;MK inhibit pilot replicates=5.0;Spn DPM-DC inh pilot screen %=2.5
COc1ccc(N2CCN(C(=O)CN=C3NS(=O)(=O)C(c4ccc(C)cc4)=C3C)CC2)cc1	-1%	9%	7	25%	15	i	-6%	7%	-12%
O=C(NCc1ccccc1)c1cccc(OCC(=O)N2CCN(C(=O)c3ccco3)CC2)c1	-8%	13%	4	12%	7	i	-3%	0%	-16%
CCOC(=O)Cn1c(=O)oc2cc(S(=O)(=O)NCc3cccs3)ccc21	-20%	-1%	2	-3%	0	i	5%	3%	-16%
Cc1cccc(C)c1NC(=O)C1(NC(=O)c2cnccn2)CCCCC1	-6%	10%	1	-3%	0	i	2%	8%	-3%
NS(=O)(=O)c1ccc(NC(=O)COC(=O)CCNC(=O)NC23CC4CC(CC(C4)C2)C3)cc1	1%	4%	9	8%	0	i	-7%	13%	0%
O=C(Cc1cccs1)N(c1ccccc1)C1C=CS(=O)(=O)C1 (stereo not drawn)	-17%	-12%	5	0%	17	i	-6%	2%	-16%	PMK inhibit pilot replicates=0.0;MK inhibit pilot replicates=0.0;Spn DPM-DC inh pilot screen %=0.0
CC1CN(Cc2nc3c(c(=O)n(C)c(=O)n3C)n2CCCO)CC(C)O1 (stereo not drawn)	-22%	-25%	10	-10%	11	i	-3%	7%	-15%
CCOC(=O)c1[nH]c2cc3c(cc2c1NC(=O)CN1CCc2ccccc2C1)OCO3	16%	6%	0	-3%	0	x	0%	8%	21%
COc1cc(OC)cc(C(=O)N2CCN(C(=O)c3cccc(F)c3)CC2)c1	-30%	3%	9	3%	8	i	-12%	12%	-22%
O=C(Nc1ccc(N2CCCCC2)c(Cl)c1)c1ncn[nH]1	-1%	-1%	8	-5%	21	i	0%	4%	10%
O=C(C1CC1)N(Cc1ccco1)c1nc(-c2ccccc2)cs1	2%	9%	8	0%	5	i	2%	16%	-29%	PMK inhibit pilot replicates=5.0;MK inhibit pilot replicates=1.0;Spn DPM-DC inh pilot screen %=0.5
O=C(CN1CCN(c2ncc(C(F)(F)F)cc2Cl)CC1)NC(=O)NCc1ccccc1	-7%	-4%	8	1%	4	i	3%	11%	-1%
O=C(c1cccnc1)N1CCCc2ccccc21	-9%	x	10	3%	0	i	-3%	10%	2%
COc1ccc(C(=O)Nc2nc3cc(OC)c(OC)cc3c(=O)[nH]2)cc1	-4%	-11%	6	-1%	5	i	-2%	12%	1%
Oc1ccccc1Cn1c(-c2ccccc2O)nc2ccccc21	-6%	4%	6	6%	11	x	0%	5%	1%
O=C(Nc1nnc(C2CCCC2)s1)C1CCC1	-4%	0%	15	1%	11	i	0%	14%	-6%
COCCNC(=O)CN(c1ccc(C)cc1)S(=O)(=O)c1ccccc1	-1%	8%	7	-14%	11	i	-10%	-2%	7%
COC(=O)c1ccccc1NC(=O)NCc1cccnc1	-8%	3%	11	1%	6	i	-1%	8%	-13%
Nc1nonc1C(=O)NCCN=Cc1cc(Cc2ccccc2)cc(Br)c1O	83%*	-2%	2	-5%	3	i	7%	20%	87%*
CC(C(=O)Nc1ccccc1-c1ccccc1)N1CCOCC1 (stereo not drawn)	-31%	9%	1	0%	11	i	0%	11%	-22%	PMK inhibit pilot replicates=3.5;MK inhibit pilot replicates=0.0;Spn DPM-DC inh pilot screen %=1.5
Cn1c(=O)c2c(nc(NCC(O)CO)n2CCc2ccccc2)n(C)c1=O (stereo not drawn)	-16%	-3%	3	2%	7	i	1%	-1%	4%
CCOC(=O)N1CCN(C(=O)CCc2ccc(S(=O)(=O)NCCc3ccccc3)cc2)CC1	6%	x	6	7%	4	i	-4%	18%	-13%	PMK inhibit pilot replicates=5.0;MK inhibit pilot replicates=0.0;Spn DPM-DC inh pilot screen %=0.0
O=c1c2ccccc2[nH]c(=S)n1C1CCCCC1	7%	4%	24	2%	14	i	-5%	8%	3%
CCOc1ccc2nc(N3CCC(C(=O)N4CCN(c5ncccn5)CC4)CC3)sc2c1	11%	5%	0	-8%	23	i	-2%	0%	-4%
CN(C)S(=O)(=O)c1ccc(S(=O)(=O)N(Cc2ccccn2)Cc2ccco2)cc1	-15%	x	9	x	7	i	-7%	16%	-12%
O=C1CSc2ccccc2N1Cc1ccccc1F	-9%	x	5	25%	15	i	-14%	7%	-27%
Cc1onc(-c2ccccc2)c1C(=O)N[C@@H]1C(=O)N2[C@@H]1SC(C)(C)[C@@H]2C(=O)O	4%	17%	3	9%	0	i	0%	10%	4%	PMK inhibit pilot replicates=0.0;MK inhibit pilot replicates=0.0;Spn DPM-DC inh pilot screen %=0.0
CCOC(=O)CCSCC(=O)Nc1nnc(C)s1	2%	4%	2	-3%	0	i	1%	10%	3%
COCCCN(C(=O)Nc1ccc(C)c(C)c1)C(C)c1ccccn1 (stereo not drawn)	-5%	-1%	0	-4%	7	i	0%	10%	1%
COc1cccc(CNc2ccc(S(=O)(=O)Nc3nccs3)cc2)c1O	2%	6%	10	1%	4	i	5%	14%	3%
Cc1cnc(C(=O)Nc2cccc3ncccc23)cn1	-6%	12%	12	-1%	0	i	-7%	47%	-1%
CC(Oc1ccc(Cl)cc1Cl)C(=O)Nc1ccncc1 (stereo not drawn)	6%	-6%	2	3%	10	i	-6%	8%	0%
CCOc1ccc(Cl)cc1S(=O)(=O)N1CCN(c2ccc(F)cc2)CC1	-8%	-10%	2	-1%	3	i	2%	12%	-3%
O=C(CSc1nnc(-c2cccs2)n1-c1ccccc1)NCc1ccc2c(c1)OCO2	0%	-4%	4	5%	0	i	-6%	8%	-2%
O=C(Nc1cnn(Cc2ccccc2)c1)c1cc2nc(-c3ccco3)cc(C(F)(F)F)n2n1	25%	0%	16	-6%	5	x	-6%	8%	6%
CC1(C)CNC(=O)CC(C)(C)N1O	-10%	4%	7	9%	0	i	4%	5%	-11%	PMK inhibit pilot replicates=4.0;MK inhibit pilot replicates=4.5;Spn DPM-DC inh pilot screen %=1.0
O=C(Nc1ccc(S(=O)(=O)NC2CCCC2)cc1)c1cnccn1	-4%	13%	2	8%	6	i	0%	10%	-15%	PMK inhibit pilot replicates=0.5;MK inhibit pilot replicates=5.0;Spn DPM-DC inh pilot screen %=0.0
COc1ccc(C)cc1S(=O)(=O)N(C)CC(=O)NCc1ccco1	-1%	3%	6	3%	6	i	4%	6%	15%
O=c1c2c3nc4ccccc4nc3n(-c3ccc4c(c3)OCCO4)c2ncn1CC1CCCO1 (stereo not drawn)	16%	14%	9	0%	11	i	-8%	10%	0%
O=C(COc1ccccc1)Nc1ccc2c(c1)nc1n2CCOC1	-7%	12%	2	9%	0	i	-4%	9%	-7%
CC(C)COP(=O)(c1ccc(N(C)C)cc1)C(O)c1ccccn1 (stereo not drawn)	-29%	2%	10	-1%	9	i	2%	6%	-12%
CN(C)CCN1C(=O)C(=O)/C(=C(/O)c2ccc(F)cc2)C1c1ccccc1 (stereo not drawn)	-3%	x	11	14%	13	i	-5%	11%	-10%
Cc1cccc(NS(=O)(=O)c2ccc(C)c(C(=O)OCC(=O)Nc3cc(C)on3)c2)c1	-10%	-1%	0	14%	0	i	9%	3%	-1%
COc1ccc(-c2nnc(SCC(=O)Nc3cc(C)on3)n2N)cc1OC	-6%	6%	3	-1%	5	i	5%	4%	-13%

(list continues)
SMILES	KRASV12 cytotoxicity	LYP phosphatase	MK inhibit	HT1080 viability	PMK inhibit	Spn DPM-DC inh	Bfl-1 displacement	Alkaline phosphatase	HPDE-C7 viability	others
Nc1nc2n(n1)C(c1ccccc1)CC(c1ccc(F)cc1)N2 (stereo not drawn)	-18%	-12%	6	7%	6	i	0%	-1%	-26%
Nc1cc(C(=O)OCC(=O)N2CCCC2)ccc1Cl	3%	21%	10	-6%	9	i	-5%	4%	3%
CCCCn1c(NC(=O)CC)c(C#N)c2nc3ccccc3nc21	-5%	10%	9	6%	19	x	13%	11%	10%	PMK inhibit pilot replicates=3.5;MK inhibit pilot replicates=0.5
COc1cc(NC(=O)c2cccs2)c(OC)cc1NC(=O)CCn1nnc2ccccc21	3%	x	8	12%	5	i	2%	5%	5%
